Xi reactivation: activators of inactive X chromosome reactivation, primary screen, imaging, XiGFP fibroblasts, GFP high-content imaging, set 2; 360,000 compounds, 0.055% hits; AID 743238, 2013; activation, % at 7.58 µM; XiGFP mouse fibroblasts, % GFP-positive cells imaging, 3 d; cells co-treated with 5-aza-dC sensitizer; scaled so ellipticine positive control = 100%;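 active means mean normalized replicate activation at least 10% and every replicate at or above 10%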;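 further: 0% = median of on-plate neutral control wells and 100% = ellipticine 6 µM median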
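System: 68-5-11 XiGFP fibroblast line | Buffer or medium: DMEM containing 5-aza-dC | Compound: Single point | Times: Compounds 3 days, fix/stain 15 min at room temperature | Benchmarks: Positive control ellipticine, 6 µM final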
ERAP1 HTS inh: human ERAP1 aminopeptidase inhibitors, primary screen, biochemical, single point, plate reader; Endoplasmic reticulum aminopeptidase 1 (Homo sapiens), Q9NZ08; recombinant ERAP1, Leu-AMC fluorescence, 60 min; 340,000 compounds, 0.15% hits; inhibition, % at 10.7 µM;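 active means mean replicate inhibition of at least 30%, or all replicates individually reaching that 30% level; inactive means mean below 30% and not every replicate reaching it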;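 further: 0% = neutral control wells and 100% = L-leucinethiol positive control wells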
SIRT5 block: SIRT5 desuccinylase inhibitors, primary screen, biochemical, fluorescence imaging, single point, set 5 | inhibition, % at 15 µM | 330,000 compounds, 1.1% hits | Purified SirT5, succinyl-peptide AMC, trypsin-coupled fluorescence; in the data active means inhibition above about 15%
Target sequence (Q9NXA8 whole entry, looked up): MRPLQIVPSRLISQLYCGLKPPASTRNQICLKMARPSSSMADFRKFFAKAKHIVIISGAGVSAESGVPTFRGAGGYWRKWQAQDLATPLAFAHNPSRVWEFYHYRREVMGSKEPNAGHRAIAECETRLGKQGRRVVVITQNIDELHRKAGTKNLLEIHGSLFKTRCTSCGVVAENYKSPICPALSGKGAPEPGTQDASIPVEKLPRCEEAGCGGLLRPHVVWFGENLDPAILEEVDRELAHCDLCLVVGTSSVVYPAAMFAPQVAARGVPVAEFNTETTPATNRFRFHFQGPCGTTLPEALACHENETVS
Cneo AK release: Cryptococcus neoformans cell lysis inducers, primary screen, AK release luminescence, single concentration; C. neoformans lysis, adenylate kinase release luminescence, 4 h; normalised: neutral wells 0, clomiphene wells 100; lysis activity, % at 15 µM; 360,000 compounds, 0.2% hits; AID 651654, 2012;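 active means mean lysis activity across replicates of at least 80%, whatever share of replicates individually reach that level; inactive means mean lysis activity below 80%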
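Test system: log-phase Cryptococcus neoformans yeast cells; Quantity: yeast cell density of 5 × 10^6 cells/mL; Buffer or medium: YPD; Doses: single compound concentration per well; Timing: 4 h at 37 °C static, read 1 h later; Measured by: AK luminescence; Read-out basis: lysis from increased AK signal; Control set: Clomiphene as positive control.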
PGC1a acetyl inh: inhibitors of PGC1a acetylation signal, primary screen, cell-based, U2OS, AlphaScreen, inhibitor mode | AID 651687, 2012 | AlphaScreen anti-acetyl-lysine; with virally co-expressed GCN5 acetyltransferase | inhibition, % at 15.6 µM | 350,000 compounds, 0.17% hits;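 active means every replicate shows inhibition of at least 40%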;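 further: 0% = neutral control wells and 100% = positive control wells; some results beyond the cut were filed as inactive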
LGR2 antag: inhibitors of bursicon-induced LGR2 CRE-luciferase signal, primary screen, cell-based, HEK293, CRE-luciferase reporter, bursicon stimulation; Drosophila bursicon receptor LGR2 (rickets); bursicon-stimulated, 4 h; inhibition, % at 9.99 µM; 380,000 compounds, 0.35% hits;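 active means drop in luminescence signal, shown as inhibition above about 50% in the replicate tests, limit read from the data, passing the limit was not always enough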;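 further: agonist challenge used bursicon conditioned medium at about half maximal strength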
S100A4 inh HTS: inhibitors of S100A4-myosin IIA peptide binding, primary screen, biochemical, fluorescence polarization, TAMRA-MyoIIA peptide; inhibition, % at 10.7 µM; AID 652163, 2013; Protein S100-A4 (Homo sapiens), P26447; 360,000 compounds, 0.14% hits;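 active means mean inhibition of at least 70% across replicates, with every replicate also reaching that level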
Target sequence (P26447 whole entry, looked up): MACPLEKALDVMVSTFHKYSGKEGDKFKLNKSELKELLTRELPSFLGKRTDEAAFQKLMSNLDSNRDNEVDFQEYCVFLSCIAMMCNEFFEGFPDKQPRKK
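Material: S100A4 monomer (human). Medium: Calcium-containing HEPES buffer, pH 7.2. Probe or stimulus: labelled myosin peptide probe, 5 nM. Compound dosing: one concentration per compound. Timing: polarization read 5 min after assay mix addition, stable 5–60 min. Benchmarks: DMSO as neutral control, TFP as positive control.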
Statin myotox sup: suppressors of statin myotoxicity in C2C12 myotubes, primary screen, cell-based, single point, plate reader; rescue of ATP level, % at 7.49 µM; 330,000 compounds, 0.78% hits; C2C12 myotubes + simvastatin, ATP luminescence, 48 h; scaled: DMSO 0, geranylgeraniol control 100;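 active means mean ATP rescue above about 67%, or every replicate alone reaching that limit, limit read from the data, passing the limit was not always enough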;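 further: myotubes were challenged with 10 µM simvastatin during compound exposure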
Starred values were filed as active, the others as inactive; · = not tested or not shown. These rows are one share of the data; count on the stated rates, not on these rows.

Structure,Xi reactivation,ERAP1 HTS inh,SIRT5 block,Cneo AK release,PGC1a acetyl inh,LGR2 antag,S100A4 inh HTS,Statin myotox sup
O=C(Nc1ccccc1F)N1C[C@H]2[C@@H](c3ccccc31)[C@@H](CO)N2C(=O)Cc1ccccc1,0.1,-2,0,-4,-8,-28,5,10
COc1ccc(C)c2sc(N(CCN(C)C)C(=O)c3ccc4ccccc4c3)nc12,0.2,-2,-5,1,-5,-15,-4,-8
Cc1ccc(NC(=O)c2cccc(S(=O)(=O)N(C)C3CCCCC3)c2)nc1,0.0,-2,-2,-2,-15,1,-2,-9
Cc1ccccc1NC(=O)c1ccc(CSc2ncccn2)cc1,·,0,-6,1,-2,-36,-3,9
CC(C)N(CCc1ccncc1)C(=S)Nc1ccc(F)c(Cl)c1,0.1,-7,-6,-6,-17,-4,0,-3
CC(C)(C)c1ccc(S(=O)(=O)N2CCN(CC(=O)NC(=O)NC3CCCCC3)CC2)cc1,0.1,-4,-3,2,2,-7,-1,20
COc1ccccc1N1C(=NC(=O)C2CCCCC2)SC2CS(=O)(=O)CC21 (stereo unspecified),0.0,-3,1,-1,-4,11,-1,5
CCCNC(=O)Nc1ccc2c(c1)OC[C@H](C)N(CC1CCCC1)C[C@H](C)[C@H](OC)CN(C)C2=O,-0.2,0,1,-3,6,-8,6,-6
CC1CCC2C(=O)N(c3ccc(Cc4ccncc4)cc3)C(=O)C2C1 (stereo unspecified),0.0,8,4,·,·,26,-3,·
CC1CCN(S(=O)(=O)c2ccc3c(c2)oc(=O)n3CC(=O)N2CCc3ccccc3C2)CC1,-0.1,·,·,-1,2,-2,15,3

One compound at a time, from the list above.
Shown for `O=C(Nc1ccccc1F)N1C[C@H]2[C@@H](c3ccccc31)[C@@H](CO)N2C(=O)Cc1ccccc1` → Xi reactivation: 0.1; ERAP1 HTS inh: -2; SIRT5 block: 0; Cneo AK release: -4; PGC1a acetyl inh: -8; LGR2 antag: -28; S100A4 inh HTS: 5; Statin myotox sup: 10
Shown for `CC1CCN(S(=O)(=O)c2ccc3c(c2)oc(=O)n3CC(=O)N2CCc3ccccc3C2)CC1` → Xi reactivation: -0.1; ERAP1 HTS inh: ·; SIRT5 block: ·; Cneo AK release: -1; PGC1a acetyl inh: 2; LGR2 antag: -2; S100A4 inh HTS: 15; Statin myotox sup: 3

(listing goes on)
Structure,Xi reactivation,ERAP1 HTS inh,SIRT5 block,Cneo AK release,PGC1a acetyl inh,LGR2 antag,S100A4 inh HTS,Statin myotox sup
O=C(c1ccccc1-c1nc(-c2ccccc2Cl)no1)N1CCOCC1,0.0,·,1,1,-8,7,1,2
O=C(c1cccc(F)c1)N1C[C@H]2[C@@H](c3ccccc31)[C@@H](CO)N2C(=O)C1CCCC1,0.4,0,0,0,-5,7,·,-15
Cc1noc(C)c1S(=O)(=O)Nc1ccc2c(c1)C(=O)N([C@@H](C)CO)C[C@H](C)[C@@H](CN(C)C(=O)Nc1ccc(F)cc1)O2,-0.2,·,·,·,2,8,·,-19
Cc1ccc(S(=O)(=O)N2CC[C@@H]3[C@@H](CO)Nc4ccc(Br)cc4[C@@H]32)cc1,0.2,4,3,65,-21,21,-6,28
COc1ccc(CN(C)C[C@@H]2OCCCC[C@@H](C)Oc3ccc(NS(=O)(=O)c4c(C)noc4C)cc3C(=O)N([C@@H](C)CO)C[C@@H]2C)cc1,-0.6,-37,·,·,2,-4,5,·
COc1ccc(C(=O)Nc2cccc(C(=O)O)c2)cc1S(=O)(=O)N1CCCC1,0.0,-12,0,0,3,2,26,5
COc1ccc(C(=O)NNC(=O)CSc2nc(C(C)C)nc3ccccc23)cc1,0.2,-2,-3,-1,14,21,0,12
O=C(N1CCOCC1)N1CCN(c2nc(-c3ccc(F)cc3)cs2)CC1,·,·,·,-1,2,0,·,19
CNS(=O)(=O)c1cc(-c2nnc(Nc3ccc(NC(C)=O)cc3)c3ccccc23)ccc1C,0.4,-2,0,0,·,-7,-6,19
CCCn1c(N)c(N(CCOC)C(=O)CSc2c(Cl)cccc2Cl)c(=O)[nH]c1=O,0.4,0,-2,-2,·,-13,-8,-3
CC(O)(c1ccc(F)c(F)c1)c1nc(-c2ccncc2)cs1 (stereo unspecified),0.0,0,·,0,-4,4,-6,1
O=C(c1ccccn1)N(Cc1ccco1)C1(C(=O)Nc2ccc(Br)cc2)CCCCC1,0.3,-2,-4,2,2,7,-7,13
C[C@H](CO)N1C[C@H](C)[C@@H](CN(C)Cc2ccc3c(c2)OCCN3C)OCc2ccccc2-c2c(n(C)c3ccccc23)C1=O,-1.2,-3,6,·,-4,17,4,·
O=C(NC1Cc2ccccc2C1)c1cc(COc2ccc(F)cc2Cl)on1,0.1,3,-1,·,·,2,-2,·
COc1ccccc1-c1ccc2c(c1)[C@@H]1[C@@H](CCN1C(=O)C1CCCCC1)[C@@H](CO)N2,·,2,1,-23,1,·,-31,-163
O=C(CN1CCN(S(=O)(=O)c2cccs2)CC1)NCC1CCCCC1,0.3,-1,1,-1,6,-19,2,7
O=C(CSc1ccc(-c2ccccc2)nn1)N1CCOCC1,·,-1,-7,1,3,-16,-2,-6
Cc1ccc(NC(=O)CCc2ccc(C)o2)c(Br)c1,0.0,-5,1,-1,0,-7,1,9
O=C(CCN1CCCCC1)N[C@H]1CC[C@H](CCn2cc(-c3ccc(F)cc3)nn2)O[C@H]1CO,-0.2,-2,0,-2,-1,-15,6,6
C[C@@H]1CN([C@H](C)CO)C(=O)Cc2cc(NC(=O)NC3CCCCC3)ccc2O[C@H]1CN(C)C(=O)Nc1ccccc1,-0.1,2,5,-3,11,16,2,12
CC=Cc1ccc2n(c1=O)C[C@H]1[C@H](CO)[C@@H](C(=O)NCC3CC3)[C@@H]2N1Cc1ccccc1OC (mixture of isomers),0.2,-1,1,0,·,-25,-16,13
Cc1c(NC(=O)/C(C#N)=C/c2ccc3ccccc3c2)c(=O)n(-c2ccccc2)n1C,·,-4,-3,46,3,·,2,·
COc1ccccc1OCC(O)CN1C(=O)NC(C)(C)C1=O (stereo unspecified),0.1,-1,·,1,-2,25,1,-13
CCOc1c(C)cnc2c1c(=O)n(Cc1c(F)cccc1Cl)c(=O)n2C,0.0,4,-3,-4,-6,-17,-7,19
CCN(CC(=O)Nc1ccc(C)c(F)c1)CC(=O)NC(C)(C)C,0.1,-4,-3,·,·,-2,-3,·
O=C(N/N=C\c1ccccc1)c1ccccc1-n1cccc1,0.0,-1,0,·,2,-9,-4,·
CCc1ncc(CN2CCCC(C(=O)Nc3cccc(-c4cccc(C)c4)c3)C2)cn1 (stereo unspecified),0.3,2,-1,4,0,7,-2,16
Cc1ccc(C)c(NCC(O)c2ccccc2)c1 (stereo unspecified),0.0,2,-2,2,·,·,-4,15
Cn1cccc1CC(=O)NNC(=S)Nc1ccc(Cl)cc1,0.0,-3,·,·,·,0,18,·
CCN(c1ccccc1)S(=O)(=O)c1cccc(C(=O)Nc2cccc(C)n2)c1,0.2,0,·,-1,·,2,-2,-2

Shown with two lines to a compound: entries from further up
Values run as follows: Xi reactivation | ERAP1 HTS inh | SIRT5 block | Cneo AK release | PGC1a acetyl inh | LGR2 antag | S100A4 inh HTS | Statin myotox sup
Cc1ccc(NC(=O)CCc2ccc(C)o2)c(Br)c1
 : 0.0 | -5 | 1 | -1 | 0 | -7 | 1 | 9
O=C(CCN1CCCCC1)N[C@H]1CC[C@H](CCn2cc(-c3ccc(F)cc3)nn2)O[C@H]1CO
 : -0.2 | -2 | 0 | -2 | -1 | -15 | 6 | 6
C[C@@H]1CN([C@H](C)CO)C(=O)Cc2cc(NC(=O)NC3CCCCC3)ccc2O[C@H]1CN(C)C(=O)Nc1ccccc1
 : -0.1 | 2 | 5 | -3 | 11 | 16 | 2 | 12
CC=Cc1ccc2n(c1=O)C[C@H]1[C@H](CO)[C@@H](C(=O)NCC3CC3)[C@@H]2N1Cc1ccccc1OC (mixture of isomers)
 : 0.2 | -1 | 1 | 0 | · | -25 | -16 | 13
Cc1c(NC(=O)/C(C#N)=C/c2ccc3ccccc3c2)c(=O)n(-c2ccccc2)n1C
 : · | -4 | -3 | 46 | 3 | · | 2 | ·
COc1ccccc1OCC(O)CN1C(=O)NC(C)(C)C1=O (stereo unspecified)
 : 0.1 | -1 | · | 1 | -2 | 25 | 1 | -13
CCOc1c(C)cnc2c1c(=O)n(Cc1c(F)cccc1Cl)c(=O)n2C
 : 0.0 | 4 | -3 | -4 | -6 | -17 | -7 | 19
CCN(CC(=O)Nc1ccc(C)c(F)c1)CC(=O)NC(C)(C)C
 : 0.1 | -4 | -3 | · | · | -2 | -3 | ·
O=C(N/N=C\c1ccccc1)c1ccccc1-n1cccc1
 : 0.0 | -1 | 0 | · | 2 | -9 | -4 | ·
CCc1ncc(CN2CCCC(C(=O)Nc3cccc(-c4cccc(C)c4)c3)C2)cn1 (stereo unspecified)
 : 0.3 | 2 | -1 | 4 | 0 | 7 | -2 | 16

New compounds follow
Structure,Xi reactivation,ERAP1 HTS inh,SIRT5 block,Cneo AK release,PGC1a acetyl inh,LGR2 antag,S100A4 inh HTS,Statin myotox sup
O=C(NCC[C@@H]1CC[C@@H](NC(=O)c2ccccc2F)[C@H](CO)O1)c1cnccn1,0.3,5,-2,50,1,-18,0,0
COc1ccc(OC)c(/C=C2\SC(=S)N(Cc3cccnc3)C2=O)c1,0.2,·,·,3,0,1,·,-13
COc1ccc(C(=O)Nc2ccc(S(=O)(=O)Nc3onc(C)c3C)cc2)c(OC)c1,0.0,2,·,·,5,18,3,·
COc1ccc2[nH]c3c(=O)n(Cc4ccncc4)cnc3c2c1,0.1,·,-14,·,-1,5,-1,·
CCC(=O)Nc1ccc2c(c1)OC[C@H](C)N(CC1CC1)C[C@H](C)[C@H](OC)CN(C)C2=O,0.2,-2,-1,5,-3,-7,-1,-5
C=CCN(C(=O)CSc1nc2c(sc3ccccc32)c(=O)n1CCN(CC)CC)c1ccccc1,-0.1,3,-1,0,-8,26,-7,·
COC(=O)c1cc(OC)c(OC)cc1NC(=O)c1cc(C(C)(C)C)oc1C,0.1,3,-3,·,3,0,-2,-12
CC(C)c1ccc(NC(=O)Cn2ncn3c(cc4ccccc43)c2=O)cc1,0.0,-4,-5,0,-14,-5,0,12
